Cneo AK release: Cryptococcus neoformans lysis via adenylate kinase release | C. neoformans lysis, adenylate kinase release luminescence, 4 h; normalised: neutral wells 0, clomiphene wells 100 | lysis activity, % at 15 µM | hit rate 0.2% among 360,000;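 active = mean lysis activity across replicates of at least 80%, whatever share of replicates individually reach that level; inactive = mean lysis activity below 80%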
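Schedule: static 4 h at 37 °C with compound, 1 h detection; system: C. neoformans cells; benchmarks: Clomiphene as positive control; buffer or medium: fresh YPD medium; measure: luminescence rise reflecting yeast cell lysis; measured by: luminescent adenylate kinase detection reagent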
miR-122 sensor: blocks miR-122 activity in Huh7 sensor cells. Huh7 miR-122 Renilla luciferase sensor, 48 h; neutral wells = 0, positive control = 100. hit rate 0.3% among 340,000. activation (reporter increase), % at 12.5 µM;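 active = mean replicate activation score at least 90 and every replicate individually at or above 90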;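 also: higher luciferase means less miR-122 activity so hits act as miR-122 inhibitors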
CFTR F508del cor: correctors of CFTR F508del function in bronchial epithelial cells. activity (quench increase), % at 7.58 µM. CFBE cells, YFP halide quenching; stimulated with forskolin plus potentiator P3; % fluorescence drop versus neutral controls. AID 720511. hit rate 0.36% among 350,000;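 active = mean added fluorescence quench of at least 8% versus neutral control, with both replicates also reaching 8%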;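 also: cells transiently co-express mutant CFTR-F508del with the halide-sensitive YFP; corrector assay measuring rescue of mutant channel to the surface after 24 h compound exposure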
INS-1E GSIS act: GLuc luminescence reporter in INS-1E cells, primary screen for activators of glucose-dependent secretion of insulin; INS-1E GLuc reporter insulin secretion, 2-3 h; activation, % at 16.6 µM; hit rate 0.61% among 370,000; AID 743287;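 active = lowest replicate activation of at least 40%, so every replicate reaches that level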;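 also: 0% = median of neutral control wells and 100% = median of IBMX positive control wells; some compounds called inactive have numbers as strong as hits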
FN deposition inh: fibronectin deposition inhibition; AH1F fibroblasts, Alexa488-fibronectin deposition fluorescence, overnight; inhibition, % at 12.6 µM; hit rate 0.086% among 350,000; AID 743247;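 active = mean inhibition across replicates of 30% or more, regardless of how many single replicates reach that level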;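 also: positive control wells lacked labelled fibronectin entirely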
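Material: AH1F fibroblast monolayer depositing Alexa488-labelled fibronectin into matrix / Amount: 10000 AH1F cells per well / Signal: fluorescence 485/525 nm / Medium: DMEM, 2% serum / Compound: single dose, pinned / Incubation: 1 h cell adhesion before compound, then overnight fibronectin incubation / Reagent: Alexa488-FN, 24 nM final / Read-out: inhibition of fibronectin deposition signal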
PGC1a acetyl inh: PGC1a acetylation modulation, inhibitor mode. AID 651687. hit rate 0.17% among 350,000. inhibition, % at 15.6 µM. U2OS PGC1a acetylation, AlphaScreen anti-acetyl-lysine; with virally co-expressed GCN5 acetyltransferase;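 active = every replicate shows inhibition of at least 40%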;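 also: 0% = neutral control wells and 100% = positive control wells; some results beyond the cut were filed as inactive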
PglD DTNB: PglD (C. jejuni) enzyme inhibition. purified PglD enzyme, DTNB colorimetric CoA detection. hit rate 0.098% among 360,000. inhibition, % at 12.5 µM; in the data active = inhibition above about 16%, passing the limit was not always enough; also: strong numbers were not always called active
Statin myotox sup: protects C2C12 myotubes from simvastatin toxicity | rescue of ATP level, % at 7.49 µM | ATP luminescence, 48 h; scaled: DMSO 0, geranylgeraniol control 100 | hit rate 0.78% among 330,000;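 active = mean ATP rescue above about 67%, or every replicate alone reaching that limit, limit read from the data, passing the limit was not always enough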;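 also: myotubes were challenged with 10 µM simvastatin during compound exposure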
* = called active by the depositor; . = not tested or not shown; [ ] = remark or other dose.

SMILES | Cneo AK release | miR-122 sensor | CFTR F508del cor | INS-1E GSIS act | FN deposition inh | PGC1a acetyl inh | PglD DTNB | Statin myotox sup
Cc1ccc(-c2cc(C(=O)N3CCCC3)no2)cc1 | -13 | -3 | . | . | 6 | -7 | 1 | 13
CC(C)(C)c1ccc(C(=O)NNC(=O)c2cccc(-n3cnnn3)c2)cc1 | . | -10 | 0.2 | -11 | 2 | 14 | . | -23
O=C(CC1S/C(=N/N=C/c2cccs2)NC1=O)Nc1ccc(Cl)cc1 (stereo unspecified) | 0 | -3 | 3.5 | 12 | -2 | . | 4 | .
CC(CNc1ccc(Cl)cc1)(CNc1ccc(Cl)cc1)[N+](=O)[O-] | -1 | -8 | 2.4 | -30 | 2 | -16 | 1 | 5
CCOC(=O)CC(=O)Nc1nc2ccccc2s1 | -6 | 8 | . | . | . | -1 | -4 | 3
O=C(Nc1ncccn1)C1=C(O)c2ccccc2S(=O)(=O)N1Cc1ccccc1 | 0 | -2 | 0.5 | 2 | 2 | -6 | 0 | 1
CO[C@@H]1CN(C)C(=O)c2cc(NC(=O)Nc3c(C)noc3C)ccc2OC[C@@H](C)N(C)C[C@H]1C | . | . | -6.4 | 5 | -3 | -7 | . | -15
CCN(C[C@H]1N[C@@](CC)(C(=O)OC)[C@H]2C(=O)N(Cc3ccccc3)C(=O)[C@@H]12)C(=O)c1ccc(F)cc1 | 0 | -6 | -1.1 | -14 | 23 | 9 | 1 | -23
C=C(C)c1cccc(C(C)(C)NC(=O)N2CCN(C/C=C/c3ccccc3)CC2)c1 | 3 | -8 | . | -23 | . | 5 | -5 | 27
O=C1Cc2ccccc2C(=O)N1CCc1ccccc1 | 1 | 19 | -1.0 | 9 | -11 | 19 | -3 | 3
CCOC(=O)C(CC)Sc1ccc2nnc(CCNS(=O)(=O)c3ccccc3)n2n1 (stereo unspecified) | . | 1 | 3.9 | 0 | 3 | -14 | . | .
Cc1[nH]n(C)c(=O)c1C(=O)c1c(-c2ccccc2Cl)noc1C | 0 | . | 1.0 | -36 | 2 | 6 | 0 | .
CCN(CC(=O)NCc1cccs1)C(=O)/C=C/c1ccc(F)cc1 | 3 | 2 | -1.7 | 10 | -9 | -4 | 5 | 6
COc1ccc(NC(=O)N(C)C[C@@H]2OCc3ccccc3-c3ccccc3C(=O)N([C@H](C)CO)C[C@@H]2C)cc1 | -2 | . | -1.5 | 21 | -2 | -5 | 0 | -9
Cn1c(-n2c(CCCN3C(=O)c4ccccc4C3=O)nc3ccccc3c2=O)nc2ccccc21 | -2 | -2 | . | . | . | -9 | 10 | 11
CC(C)CNC(=O)C1(N2C(=O)c3ccccc3C2=O)CCCC1 | 3 | -11 | . | . | . | . | -1 | -1
Cc1cc(-n2c(C)cc(C(=O)CN3C(=O)C(=O)N(C)C3=O)c2C)no1 | -2 | -4 | -1.8 | -1 | -3 | 4 | -1 | -10
OC(COCC1COc2ccccc2O1)CN1CCc2ccccc2C1 (stereo unspecified) | -3 | 1 | . | . | . | -12 | 0 | -1
C[C@H](NC(=O)C[C@H]1C[C@@H]2c3cc(NC(=O)Cc4ccncc4)ccc3O[C@@H]2[C@H](CO)O1)c1ccccc1 | -3 | -3[16.7 µM] | 2.0 | -1 | . | -7 | -1 | 0
CCC(C)NC(=O)C1=CCN(S(=O)(=O)c2ccc(C)cc2)CC1 (stereo unspecified) | 1 | 8 | -1.4 | -14 | 0 | -9 | -6 | 3
Cc1ccc(N(CC(=O)NCc2ccco2)C(=O)CCC(=O)Nc2nccs2)c(C)c1 | 4 | -2 | -0.2 | 2 | -1 | -1 | -1 | 6
CN(CCCC1CCCC1)C(=O)c1cc(COc2c(F)cccc2F)on1 | 25 | . | 2.5 | -44 | . | . | -2 | .
CC(C)c1cccc(C(C)C)c1OCCCCN1CCCC1 | 7 | 1 | . | -39 | 1 | 5 | 4 | -8
COc1ccc(S(=O)(=O)Nc2ccc3c(c2)C(=O)N([C@H](C)CO)C[C@@H](C)[C@H](CN(C)Cc2ccc(C(=O)Nc4ccccc4N)cc2)O3)cc1 | 1 | 2[16.7 µM] | 1.2 | -2 | . | -2 | 0 | .
Cc1cccc(CN2CCN(CC(=O)O)C2=O)c1 | -1 | 0 | . | 6 | -8 | 2 | 5 | 12
O=C1C(=O)N(CCCN2CCOCC2)C(c2ccc(F)cc2)/C1=C(\O)c1ccc2c(c1)OCCO2 (stereo unspecified) | 0 | -5 | 0.6 | 31 | -1 | -10 | 2 | 0
O=C(C1CCC1)N1C[C@H]2[C@@H](c3ccccc31)[C@H](CO)N2S(=O)(=O)c1ccccc1 | 0 | 47[16.7 µM] | 2.0 | 14 | . | -11 | 0 | 2
CC(=O)N(C)C[C@@H]1Oc2cc(-c3ccc(F)cc3)ccc2S(=O)(=O)N([C@@H](C)CO)C[C@H]1C | 5 | -3[16.7 µM] | -2.7 | -18 | . | -30 | 2 | -13
O=C(CCN1CCCCC1)N[C@@H]1CC[C@@H](CCn2cc(-c3ccc(F)cc3)nn2)O[C@H]1CO | -5 | . | -0.2 | 6 | . | -1 | 2 | -5
C[C@@H]1CCCCO[C@@H](CN(C)C(=O)C2CCCCC2)[C@@H](C)CN([C@@H](C)CO)C(=O)c2cc(NC(=O)Nc3cccc4ccccc34)ccc2O1 | -4 | -16[16.7 µM] | -0.5 | -5 | . | 11 | -3 | .
COc1ccc(C)cc1NC(=O)CSc1nnc(-c2ccccn2)n1Cc1ccco1 | 1 | -27 | . | . | 9 | . | -6 | 1
CC(C)NC(=O)Nc1ccc2c(c1)C(=O)N([C@H](C)CO)C[C@@H](C)[C@H](CN(C)Cc1ccc(C(=O)O)cc1)O2 | 6 | -12[16.7 µM] | 3.2 | 12 | . | -11 | 0 | -8
CNC[C@H]1Oc2ccc(NC(=O)CCCN(C)C)cc2CC(=O)N([C@H](C)CO)C[C@@H]1C | 7 | -6[16.7 µM] | 1.1 | 8 | . | 3 | 0 | -7
COCCCNC(=S)N1CCCN(c2nc3cc(C)c(C)cc3cc2C#N)CC1 | -2 | . | 0.9 | 7 | 0 | -11 | -8 | -18
Cc1noc(C)c1NC(=O)N(C)C[C@@H]1Oc2c(NC(=O)c3ccncc3)cccc2C(=O)N([C@H](C)CO)C[C@H]1C | 0 | 1[16.7 µM] | 1.2 | 5 | . | 11 | -1 | 31
CCOC(=O)c1ccccc1CN1C(=O)c2ccccc2S1(=O)=O | -1 | 3 | -2.7 | 11 | 7 | 2 | 0 | -5
COc1cc(C(C)=O)ccc1Oc1cnccn1 | . | 2 | -2.2 | 10 | -2 | 4 | . | 6
COCC(=O)N(C)C[C@H]1Oc2ncc(C#Cc3ccncc3)cc2C(=O)N([C@@H](C)CO)C[C@@H]1C | -4 | -9[16.7 µM] | -1.6 | 16 | . | -2 | 0 | .
O=C(c1cccs1)n1cc(C(=S)N2CCOCC2)c2ccccc21 | 1 | 0 | . | . | 3 | 6 | -1 | 1
COc1ccc2c3c(n(C)c2c1)[C@H](CO)N(S(=O)(=O)c1cn(C)cn1)CC31CCN(C)CC1 | . | . | -1.0 | 10 | -11 | -2 | . | .

Reformatted as labelled records: 3 of the compounds above.
structure: COc1ccc(S(=O)(=O)Nc2ccc3c(c2)C(=O)N([C@H](C)CO)C[C@@H](C)[C@H](CN(C)Cc2ccc(C(=O)Nc4ccccc4N)cc2)O3)cc1
  Cneo AK release: 1 | miR-122 sensor: 2[16.7 µM] | CFTR F508del cor: 1.2 | INS-1E GSIS act: -2 | FN deposition inh: . | PGC1a acetyl inh: -2 | PglD DTNB: 0 | Statin myotox sup: .
structure: Cc1cccc(CN2CCN(CC(=O)O)C2=O)c1
  Cneo AK release: -1 | miR-122 sensor: 0 | CFTR F508del cor: . | INS-1E GSIS act: 6 | FN deposition inh: -8 | PGC1a acetyl inh: 2 | PglD DTNB: 5 | Statin myotox sup: 12
structure: O=C1C(=O)N(CCCN2CCOCC2)C(c2ccc(F)cc2)/C1=C(\O)c1ccc2c(c1)OCCO2 (stereo unspecified)
  Cneo AK release: 0 | miR-122 sensor: -5 | CFTR F508del cor: 0.6 | INS-1E GSIS act: 31 | FN deposition inh: -1 | PGC1a acetyl inh: -10 | PglD DTNB: 2 | Statin myotox sup: 0

The main list resumes, starting 3 compounds before the break.
SMILES | Cneo AK release | miR-122 sensor | CFTR F508del cor | INS-1E GSIS act | FN deposition inh | PGC1a acetyl inh | PglD DTNB | Statin myotox sup
COCC(=O)N(C)C[C@H]1Oc2ncc(C#Cc3ccncc3)cc2C(=O)N([C@@H](C)CO)C[C@@H]1C | -4 | -9[16.7 µM] | -1.6 | 16 | . | -2 | 0 | .
O=C(c1cccs1)n1cc(C(=S)N2CCOCC2)c2ccccc21 | 1 | 0 | . | . | 3 | 6 | -1 | 1
COc1ccc2c3c(n(C)c2c1)[C@H](CO)N(S(=O)(=O)c1cn(C)cn1)CC31CCN(C)CC1 | . | . | -1.0 | 10 | -11 | -2 | . | .
Cc1ccc(S(=O)(=O)Nc2ccc(-n3cnnn3)cc2)c(C)c1 | 0 | 149* | -4.1 | 11 | 5 | -4 | 0 | 2
NC(=S)N/N=C/c1ccccc1OCc1cccc(Cl)c1 | 20 | -18 | . | . | . | -18 | -2 | -30
COc1ccccc1-c1ccc2c(c1)[C@@H]1[C@@H](CCN1S(=O)(=O)c1cccc(C)c1)[C@H](CO)N2 | 7 | -6[16.7 µM] | -0.2 | 14 | 8 | -32 | 2 | 17
O=C(O)C1C2C=CC(C2)C1C(=O)NCCc1cccc(Cl)c1 (stereo unspecified) | -1 | -8 | . | . | . | -2 | 0 | -1
COc1ccc(CC(=O)Nc2cc(=O)n(C)c(=O)n2C)cc1 | 0 | -1 | -1.0 | 10 | 6 | 3 | -1 | 14
Cc1ccc2oc3c(c(=O)c2c1)C(c1cccc(Br)c1)N(Cc1ccco1)C3=O (stereo unspecified) | -1 | 1 | . | -10 | . | 4 | -1 | -45
O=C(NCC1(O)CCCCC1)C1CCC(=O)N(Cc2ccccc2F)C1 (stereo unspecified) | 2 | -1 | 4.5 | 54* | 2 | . | -1 | 1
CCCCOCCCNC(=O)N[C@@H](CCSC)C(=O)OC | 0 | -1 | . | -3 | -3 | 0 | -2 | 5
O=C1CC(c2ccccc2)CC2=C1CN(C1CCCCC1)CN2 (stereo unspecified) | -1 | 6 | . | 15 | -7 | 0 | 3 | -23
Cc1ccccc1S(=O)(=O)Cc1ccc(C(=O)NCCCOC(C)C)o1 | 0 | 3 | . | . | 2 | -4 | -4 | -14
C[C@H](CO)N1C[C@H](C)[C@H](CN(C)C(=O)NC2CCCC2)Oc2ncc(C3=CCCC3)cc2C1=O | 0 | 4[16.7 µM] | -0.8 | 16 | . | -3 | 3 | 2
O=C1CCCC(=O)N1c1ccc(N2CCN(c3ccccc3)CC2)c([N+](=O)[O-])c1 | 2 | 0 | . | -17 | 2 | 9 | -5 | .
Cc1ccc(-c2ccc([C@@H]3[C@H](CO)N4C(=O)CN(C(=O)NC(C)C)C[C@@H]34)cc2)cc1 | . | . | 1.5 | -11 | -5 | -1 | . | .
O=C(N/N=C/c1ccccn1)C12CC3CC(CC(C3)C1)C2 | 6 | -10 | . | 15 | 4 | 0 | -5 | .

High-throughput results from PubChem.

This is a random part of the collection; any-hit rate near 2.1%.
